Casp6 inh: inhibitors of human caspase-6; P55212; purified caspase-6, Z-VEID-R110 cleavage fluorescence; inhibition, % at 12.5 µM; 350,000 compounds, 0.53% hits; AID 686996;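 active = mean inhibition across replicates at least about 35%, with every replicate also reaching that limit, limit read from the data; inconclusive = only one of the two criteria met; inactive = neither criterion met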;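 also: 0% = median of neutral control wells and 100% = no fluorescence left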
Target sequence (P55212 24-179 limits assumed): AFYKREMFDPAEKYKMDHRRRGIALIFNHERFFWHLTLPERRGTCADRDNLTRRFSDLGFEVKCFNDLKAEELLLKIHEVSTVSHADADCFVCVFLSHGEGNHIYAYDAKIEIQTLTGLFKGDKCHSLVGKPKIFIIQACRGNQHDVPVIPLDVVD
Target sequence (P55212 194-293 limits assumed): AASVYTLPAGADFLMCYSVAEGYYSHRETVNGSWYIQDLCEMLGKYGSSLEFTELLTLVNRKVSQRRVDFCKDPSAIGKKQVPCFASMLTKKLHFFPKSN
miR-122 sensor: inhibitors of miR-122 in Huh7 cells; Huh7 miR-122 Renilla luciferase sensor, 48 h; neutral wells = 0, positive control = 100; activation (reporter increase), % at 12.5 µM; 340,000 compounds, 0.3% hits;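 active = mean replicate activation score at least 90 and every replicate individually at or above 90; inconclusive = only one of the two criteria met; inactive = neither criterion met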;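 also: higher luciferase means less miR-122 activity so hits act as miR-122 inhibitors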
ERAP1 HTS inh: ERAP1 (human) enzyme inhibition; inhibition, % at 10.7 µM; 340,000 compounds, 0.15% hits; recombinant ERAP1, Leu-AMC fluorescence, 60 min; Q9NZ08;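 active = mean replicate inhibition of at least 30%, or all replicates individually reaching that 30% level; inactive = mean below 30% and not every replicate reaching it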;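 also: 0% = neutral control wells and 100% = L-leucinethiol positive control wells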
ERp5 block: blocks human ERp5 reductase activity on insulin; Q15084; ERp5 insulin aggregation, absorbance 650 nm, 90 min; inhibition, % at 9.99 µM; 350,000 compounds, 0.05% hits; AID 651711;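 active = mean replicate inhibition above about 25%, with every replicate also reaching it, limit read from the data, passing the limit was not always enough; inconclusive = only one of those two criteria met; inactive = neither criterion met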
Target sequence (Q15084 whole entry, looked up): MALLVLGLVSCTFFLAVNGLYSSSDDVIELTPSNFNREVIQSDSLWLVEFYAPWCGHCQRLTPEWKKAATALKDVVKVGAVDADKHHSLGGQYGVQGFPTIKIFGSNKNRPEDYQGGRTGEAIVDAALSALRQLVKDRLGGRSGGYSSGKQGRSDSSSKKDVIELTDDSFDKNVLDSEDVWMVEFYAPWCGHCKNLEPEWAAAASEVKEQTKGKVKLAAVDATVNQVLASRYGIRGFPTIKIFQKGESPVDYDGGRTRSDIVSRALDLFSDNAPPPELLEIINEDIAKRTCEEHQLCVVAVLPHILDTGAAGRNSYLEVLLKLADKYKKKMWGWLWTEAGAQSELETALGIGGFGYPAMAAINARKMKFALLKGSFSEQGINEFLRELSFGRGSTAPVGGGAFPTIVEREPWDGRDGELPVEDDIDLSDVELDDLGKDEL
CFTR F508del cor: correctors of CFTR F508del function in bronchial epithelial cells | CFBE cells, YFP halide quenching; stimulated with forskolin plus potentiator P3; % fluorescence drop versus neutral controls | activity (quench increase), % at 7.58 µM | 350,000 compounds, 0.36% hits;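 active = mean added fluorescence quench of at least 8% versus neutral control, with both replicates also reaching 8%; inconclusive = only one of the mean or replicate conditions met; inactive = mean below 8% and not both replicates reaching 8%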;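 also: cells transiently co-express mutant CFTR-F508del with the halide-sensitive YFP; corrector assay measuring rescue of mutant channel to the surface after 24 h compound exposure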
SIRT5 block: sirtuin-5 (human) deacylase inhibition; Q9NXA8; Purified SirT5, succinyl-peptide AMC, trypsin-coupled fluorescence; inhibition, % at 15 µM; 330,000 compounds, 1.1% hits; in the data active = inhibition above about 15%; inconclusive = no clear call, values can overlap the other calls
Target sequence (Q9NXA8 whole entry, looked up): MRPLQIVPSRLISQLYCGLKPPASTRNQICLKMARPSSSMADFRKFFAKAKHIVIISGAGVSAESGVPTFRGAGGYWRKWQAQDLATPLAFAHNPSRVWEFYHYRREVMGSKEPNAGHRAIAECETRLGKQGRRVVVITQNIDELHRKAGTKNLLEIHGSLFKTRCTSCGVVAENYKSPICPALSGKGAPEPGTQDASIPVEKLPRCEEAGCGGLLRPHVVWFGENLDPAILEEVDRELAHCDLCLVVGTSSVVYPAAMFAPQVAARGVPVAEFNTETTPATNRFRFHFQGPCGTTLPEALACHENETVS
DENV2 CPE rescue: DENV2-induced cell death inhibition. DENV2-infected cells, cytopathic effect rescue, plate reader. CPE inhibition, % at 9.99 µM. 350,000 compounds, 1.7% hits. AID 651640; in the data active = CPE inhibition above about 20%, passing the limit was not always enough; inconclusive = no clear call, values can overlap the other calls; tested in BHK-21 cells;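 also: 0% = median of neutral control wells and 100% = median of positive control wells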
Starred values were filed as active, the others as inactive; ? = inconclusive; . = not tested or not shown; [ ] = another dose, or the depositor's remark.

1: O=C1c2ccccc2NC(c2ccc(F)cc2)N1Cc1ccccc1 (stereo not given)
2: FC(F)(F)c1cc(Cl)c2nc(-c3ccccc3)c(Cc3ccccc3)n2c1
3: CC(=O)c1ccn(S(=O)(=O)c2ccccc2)c1
4: CC(=O)Nc1ccc(S(=O)(=O)N/N=C/c2cccnc2)cc1
5: CC(C)(C)OC(=O)C[C@H]1C/C=C\C[C@@H](CC(=O)N[C@@H](CO)Cc2ccccc2)C(=O)N2CCC[C@@H]2COC1=O
6: CN1OC[C@@H]2CN(C(=O)NC3CCCCC3)[C@H](c3ccc(N4CCCCC4)cc3)C[C@@H]21
7: CCS(=O)c1ccccc1C(=O)OCC(=O)Nc1ccc2ccccc2c1 (stereo not given)
8: Cc1ccccc1NC(=O)CCn1c(=O)oc2ccccc21
9: Cc1ccc(S(=O)(=O)Nc2ccc3c(c2)C(=O)N([C@@H](C)CO)C[C@@H](C)[C@@H](CN(C)C(=O)Nc2ccccc2)OCCCC[C@@H](C)O3)cc1
10: C/C=C/c1ccc([C@@H]2[C@@H](CO)N3CCCCN(S(=O)(=O)c4ccccc4)C[C@@H]23)cc1
assay / compound,1,2,3,4,5,6,7,8,9,10
ERp5 block,-2,-4,-6,2,-2,6,-9,-1,3,-3
miR-122 sensor,-6,1,3,-4,-2,4,-1,.,0[16.7 µM],-7[16.7 µM]
DENV2 CPE rescue,2,5,.,-4,7,22*,10,-2,0,-15
CFTR F508del cor,-1.8,4.0,.,0.2,1.6,-0.7,-0.7,1.2,-1.4,-3.2
SIRT5 block,-8,1,2,1,-2,-3,-2,-4,7,2
ERAP1 HTS inh,-2,-1,5,0,-2,-5,6,2,0,-1
Casp6 inh,-1,-1,-1,-4,4,0,4,-1,-1,-2

11: COC(=O)c1cc(S(=O)(=O)NCC2CCN(Cc3ccc(Cl)cc3)CC2)c[nH]1
12: C[C@H]1CN([C@@H](C)CO)C(=O)c2cccc(NS(=O)(=O)c3ccc(Cl)cc3)c2O[C@@H]1CN(C)C(=O)Nc1ccccc1
13: CCOC(=O)C1(CC2CCCCO2)CCN(Cc2nc(-c3cccs3)oc2C)CC1 (stereo not given)
14: Cc1cc(C)cc(NC(=O)CSc2nncn2-c2ccccn2)c1
15: CCN1C(=O)/C(=C2\SC(N3CCCCC3)=NC2=O)c2ccccc21
16: C[C@@H]1CN([C@@H](C)CO)S(=O)(=O)c2ccc(-c3ccccc3)cc2O[C@H]1CN(C)Cc1ccccc1C(=O)O
17: C[C@H](O)C#Cc1ccc([C@H]2[C@@H](CO)N3CCCCN(C(=O)Nc4ccccc4)C[C@@H]23)cc1
18: COC(=O)c1ccccc1NCc1cc(=O)oc2cc(O)c(O)cc12
19: CO[C@@H]1CN(C)C(=O)c2cc(NC(=O)c3cnccn3)ccc2OC[C@H](C)NC[C@@H]1C
20: O=C(Nc1cccc(Cl)c1)c1ccc(=O)[nH]n1
assay / compound,11,12,13,14,15,16,17,18,19,20
ERp5 block,3,-9,5,2,-5,1,-6,-3,3,-4
miR-122 sensor,-3,19[16.7 µM],.,5,-9,3[16.7 µM],0[16.7 µM],0,7[16.7 µM],6
DENV2 CPE rescue,-1,-6,2,3,-6,-1,23*,-2,-12,2
CFTR F508del cor,-0.7,-3.6,1.2,0.5,5.4,0.3,0.5,-0.3,4.1,0.9
SIRT5 block,-9,1,-3,-6,-3,9,1,-6,1,-1
ERAP1 HTS inh,3,-7,-4,9,-1,4,-1,-1,-1,1
Casp6 inh,-11,0,-2,-3,14,2,3,22,0,-1

21: C[C@@H]1CN([C@@H](C)CO)C(=O)c2cc(NC(=O)Nc3ccccc3)ccc2O[C@H]1CN(C)Cc1ccc(-c2ccccc2)cc1
22: C[C@@H]1CN([C@H](C)CO)C(=O)c2cc(N(C)C)ccc2O[C@@H]1CN(C)C(=O)Nc1cccc2ccccc12
23: Cc1cc(C)c(/C=N/NC(=O)c2nnn(-c3nonc3N)c2COc2ccc(F)cc2)c(C)c1
24: CCn1cc(C(=O)NCc2cccc(C(F)(F)F)c2)c(=O)c2ccc(C)nc21
25: CSc1nsc(SC)c1CO
26: COc1ccc(/C=N/S(=O)(=O)c2ccc(C)cc2)cc1
27: CN1C(=O)[C@@]2(O[C@H]3c4ccccc4C=CN3C3=C2C(=O)CCC3)c2ccccc21
28: Cc1cccc(NS(=O)(=O)c2ccccc2)n1
29: Nc1cc(=O)[nH]c(SCC(=O)Nc2cc(Cl)ccc2Cl)n1
30: COc1cc(C(=O)NC2=C(C#N)CCC2)cc(OC)c1OC
assay / compound,21,22,23,24,25,26,27,28,29,30
ERp5 block,-5,13,3,1,3,-1,-3,7,-3,-6
miR-122 sensor,-8[16.7 µM],-1[16.7 µM],4,0,.,3,.,19,12,.
DENV2 CPE rescue,-26,7,0,-3,16,12,14,.,5,3
CFTR F508del cor,-0.8,4.0,-1.5,-4.0,1.3,0.2,1.8,.,-1.1,-1.5
SIRT5 block,1,1,-4,-1,2,-3,.,-4,0,1
ERAP1 HTS inh,-4,-13,.,-1,1,-6,-5,1,.,1
Casp6 inh,0,5,-2,0,8,-1,-1,-2,-3,5

31: Cc1ccc(C(=O)Nc2ccc3c(c2)CCC3)cc1S(=O)(=O)N1CCOCC1
32: CCCN(C)C[C@@H]1OCCCC[C@@H](C)Oc2ccc(NS(=O)(=O)c3cccs3)cc2C(=O)N([C@@H](C)CO)C[C@@H]1C
33: COc1ccc(CCNS(=O)(=O)CCNC(=O)c2ccc(OC)cc2)cc1
34: CC(C)CCn1cnc2c(c1=O)c1nc3ccccc3nc1n2Cc1ccc2c(c1)OCO2
35: CC(=O)N(C)C[C@H]1Oc2ncc(-c3ccccc3C)cc2C(=O)N([C@H](C)CO)C[C@H]1C
36: N#CCc1ccc(NS(=O)(=O)c2ccc(N3CCCC3=O)cc2)cc1
37: Cc1ccc(F)c(NC(=O)c2ccc(Cn3cc(Cl)cn3)cc2)c1
38: COc1ccc(S(=O)(=O)N(C)C[C@@H]2Oc3ccc(NC(=O)Nc4ccc(F)cc4)cc3CC(=O)N([C@@H](C)CO)C[C@H]2C)cc1
39: O=C(Nc1ccccc1)N1CCCN(c2ccc(C(F)(F)F)cn2)CC1
40: C[C@@H]1CCCCO[C@H](CN(C)S(=O)(=O)c2cccs2)[C@@H](C)CN([C@@H](C)CO)C(=O)c2cc(NS(=O)(=O)c3cn(C)cn3)ccc2O1
assay / compound,31,32,33,34,35,36,37,38,39,40
ERp5 block,3,-1,-3,-2,-4,1,6,.,-7,-1
miR-122 sensor,6,7[16.7 µM],.,-4,1[16.7 µM],10,.,0[16.7 µM],-7,5[16.7 µM]
DENV2 CPE rescue,-11,-10,-6,2,-7,-1,-5,?,7,-5
CFTR F508del cor,1.1,-1.2,-0.7,1.9,-0.3,1.0,-1.2,3.7,.,-1.6
SIRT5 block,0,-5,3,0,0,.,2,.,-2,-1
ERAP1 HTS inh,10,0,1,-3,-4,-2,1,.,1,5
Casp6 inh,0,0,-3,-1,0,1,-1,.,-1,2

3 structures out of the list, arranged by formula weight, highest first.
22: C[C@@H]1CN([C@H](C)CO)C(=O)c2cc(N(C)C)ccc2O[C@@H]1CN(C)C(=O)Nc1cccc2ccccc12
14: Cc1cc(C)cc(NC(=O)CSc2nncn2-c2ccccn2)c1
30: COc1cc(C(=O)NC2=C(C#N)CCC2)cc(OC)c1OC
assay / compound,22,14,30
ERp5 block,13,2,-6
miR-122 sensor,-1[16.7 µM],5,.
DENV2 CPE rescue,7,3,3
CFTR F508del cor,4.0,0.5,-1.5
SIRT5 block,1,-6,1
ERAP1 HTS inh,-13,9,1
Casp6 inh,5,-3,5

The listing continues.
41: O=C(Nc1ccc2ccccc2c1)c1cccc2ccccc12
42: COc1cccc(CNC(=O)c2cc3ccccn3n2)c1
43: O=C(O)c1ccccc1-c1ccccc1C(=O)NCc1ccccc1Cl
44: O=C(Nc1ccc2c(c1)[C@@H]1C[C@@H](CC(=O)N3CCCCC3)O[C@@H](CO)[C@@H]1O2)NC1CCCCC1
45: COc1ccc(C(=O)NCc2ccon2)cc1OC1CCN(C(C)C)CC1
46: Cc1ccc(CN2CCN(Cc3cn[nH]c3-c3cccc(F)c3)CC2CCO)o1 (stereo not given)
47: CC(Sc1ncccn1)C(=O)NNC(=O)c1cccc(Cl)c1 (stereo not given)
48: CCOC(=O)NN1C(=O)c2ccccc2NC1C (stereo not given)
49: CN(C)NC(=S)Nc1ccc(S(=O)(=O)N2CCCCC2)cc1
50: CCOC(=O)C(=O)c1c(-c2ccccc2)nc2ccccn12
assay / compound,41,42,43,44,45,46,47,48,49,50
ERp5 block,3,4,0,4,-10,-3,-1,-4,2,2
miR-122 sensor,0,1,2,-4,-3,.,2,-9,7,1
DENV2 CPE rescue,-3,1,3,2,-7,-5,5,-15,6,0
CFTR F508del cor,0.0,0.8,1.9,-1.2,0.2,-0.4,0.9,-6.0,-1.7,3.5
SIRT5 block,-1,-4,0,-3,-2,-5,-7,-14,-1,-2
ERAP1 HTS inh,1,7,0,.,-1,-4,-1,-2,-1,0
Casp6 inh,1,2,5,-3,-9,2,2,1,0,-2

The closing 4 records of the part above come first, to join the parts.
47: CC(Sc1ncccn1)C(=O)NNC(=O)c1cccc(Cl)c1 (stereo not given)
48: CCOC(=O)NN1C(=O)c2ccccc2NC1C (stereo not given)
49: CN(C)NC(=S)Nc1ccc(S(=O)(=O)N2CCCCC2)cc1
50: CCOC(=O)C(=O)c1c(-c2ccccc2)nc2ccccn12
51: Cc1[nH]c2ccccc2c1SCc1ccccc1
52: O=C(C[C@H]1C[C@H]2c3cc(NC(=O)C4CCOCC4)ccc3O[C@H]2[C@H](CO)O1)NC1CCCCC1
53: CCCN1CCN(CCCNC(=O)c2ccc(CS(=O)c3ccccc3C)o2)CC1 (stereo not given)
54: O=C(CCl)N(Cc1cc(=O)[nH]c2ccccc12)c1ccccc1
55: C/C(CC(=O)Nc1ccc2c(c1)OCCO2)=N\NC(=O)COc1ccc(C)cc1Br
56: Cc1ccccc1S(=O)(=O)N1C[C@H](O)COC[C@H]2O[C@@H](CC(=O)N3CCN(C)CC3)CC[C@@H]21
57: COc1ccc(CNC(=O)CN2C(=O)C(c3ccccc3)Oc3cccnc32)cc1 (stereo not given)
58: C=C(C)CNC(=S)N/N=C/c1c(F)cccc1F
59: COC(=O)C1CN(C(=O)C(C)Oc2ccccc2F)c2ccccc2O1 (stereo not given)
60: CCN(CC(=O)NCc1cccs1)S(=O)(=O)c1cccc(Br)c1
61: N#C[C@H]1[C@H](c2ccc(-c3cncnc3)cc2)[C@@H](CO)N1C(=O)CN1CCOCC1
assay / compound,47,48,49,50,51,52,53,54,55,56,57,58,59,60,61
ERp5 block,-1,-4,2,2,-5,1,.,-7,3,2,1,4,-1,3,3
miR-122 sensor,2,-9,7,1,.,2[16.7 µM],-1,.,-5,-3[16.7 µM],.,.,.,-7,.
DENV2 CPE rescue,5,-15,6,0,5,0,3,0,6,-3,5,-6,1,-4,?
CFTR F508del cor,0.9,-6.0,-1.7,3.5,1.2,-0.3,-1.6,0.8,-4.0,0.9,-2.7,1.3,-2.3,1.2,0.1
SIRT5 block,-7,-14,-1,-2,-3,.,6,-5,-4,-2,3,-5,3,-4,0
ERAP1 HTS inh,-1,-2,-1,0,4,1,0,-5,-1,1,2,0,2,-3,1
Casp6 inh,2,1,0,-2,0,1,-16,21,2,0,1,1,-3,0,0

Compound activity as filed in PubChem BioAssay.
